Screening data (PubChem)
KCNQ1 act = potentiators or activators of human KCNQ1 potassium channel. B-score at 10 µM. AID 2648. CHO-K1 KCNQ1, thallium flux FluxOR fluorescence; active compounds read high. actives 0.35% (n = 310,000);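 active means fluorescence ratio B-score, a plate-corrected score, at least three library SD, with initial intensity B-score within 5 SD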
Target sequence (P51787 whole entry, looked up): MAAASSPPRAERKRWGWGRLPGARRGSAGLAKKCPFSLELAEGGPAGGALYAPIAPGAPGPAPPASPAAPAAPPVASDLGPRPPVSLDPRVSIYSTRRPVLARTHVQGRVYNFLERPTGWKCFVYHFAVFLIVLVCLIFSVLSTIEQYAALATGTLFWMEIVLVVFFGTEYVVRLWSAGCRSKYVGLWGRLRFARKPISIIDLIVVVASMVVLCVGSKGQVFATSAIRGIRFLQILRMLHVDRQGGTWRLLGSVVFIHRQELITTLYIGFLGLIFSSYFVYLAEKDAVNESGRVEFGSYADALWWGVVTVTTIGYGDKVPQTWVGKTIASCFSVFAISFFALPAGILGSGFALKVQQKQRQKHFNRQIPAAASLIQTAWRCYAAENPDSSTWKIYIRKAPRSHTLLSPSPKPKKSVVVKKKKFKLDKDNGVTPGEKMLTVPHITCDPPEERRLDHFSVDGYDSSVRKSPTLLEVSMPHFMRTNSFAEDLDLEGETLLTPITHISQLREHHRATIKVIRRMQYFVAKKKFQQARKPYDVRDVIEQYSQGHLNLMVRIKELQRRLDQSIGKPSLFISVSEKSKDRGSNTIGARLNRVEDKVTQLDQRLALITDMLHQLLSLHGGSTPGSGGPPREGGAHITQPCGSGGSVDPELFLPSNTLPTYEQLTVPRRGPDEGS
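assay system = CHO-K1 cells stably expressing KCNQ1 | medium = assay buffer, equal DMSO in all wells | timing = 37 °C overnight plating, 90-min dark dye load, 20-min compound pretreatment | measured by = kinetic FluxOR thallium fluorescence, 10-s 1-Hz baseline, 110-s post-stimulus read | measure = fluorescence change relative to baseline, converted to B score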
DYRK1A inh = blocks rat Dyrk1A kinase activity; Q63470; ADP-Glo luminescence, NFATc1 peptide; inhibition, % at 12.5 µM; actives 0.43% (n = 310,000); in the data active means inhibition above about 50%;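 further: plate controls were vehicle with enzyme for no effect and no enzyme for full effect; many of its hits are not listed in these tables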
hERG rescue = hERG (human) protection from proarrhythmic block; Q12809; activation (rescue from dofetilide block), less the hit threshold, % at 10 µM; actives 0.51% (n = 310,000); CHO-hERG, FluxOR thallium flux, dofetilide IC70 present; AID 1511;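 active means activation above the mean of controls blocked by dofetilide plus 5 SD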;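 further: thallium influx through hERG after potassium depolarization seen as dye fluorescence rise; in these data hits start at about 4.7%; inactives centre near -7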
KCNQ1 inh = human KCNQ1 channel inhibition. P51787. CHO-K1 KCNQ1, FluxOR thallium flux fluorescence; active compounds read high. B-score at 10 µM. actives 1.3% (n = 310,000);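 active means compounds whose thallium flux B-score, printed positive for inhibition, exceeds three library SD while starting fluorescence stays within three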;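 further: channel opened by potassium depolarization with thallium stimulus after 20 min compound exposure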
GSK3A inh = human GSK-3 alpha kinase inhibition; P49840; ADP-Glo luminescence, 60 min; inhibition, % at 10 µM; actives 0.1% (n = 320,000); AID 2650;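 in the data active means inhibition above about 50%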;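 further: GST-tagged GSK-3 alpha with peptide substrate and 25 µM ATP; 0% = DMSO neutral wells and 100% = GW8510 positive control wells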
KCNK9 inh = inhibitors of human KCNK9 two-pore domain potassium channel; Q9NPC2; HEK293 KCNK9, FluxOR thallium flux fluorescence; active compounds read low; B-score at 10 µM; actives 1.2% (n = 310,000);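 active means ratio B-score over 3 SD below the library mean, with starting fluorescence within 5 SD of its mean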;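 further: negative B-score means less thallium flux so channel inhibition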
KCNK3 inh = human KCNK3 channel inhibition, primary screen; actives 0.84% (n = 340,000); O14649; AID 602410; CHO-KCNK3 thallium flux, FluxOR fluorescence; active compounds read low; B-score at 10 µM;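 active means B-score under library mean minus 4 SD, starting fluorescence ratio at most library mean plus 5 SD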;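 further: more negative B-score means stronger inhibition of thallium flux through KCNK3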
HDAC3 inh = inhibitors of human histone deacetylase 3; recombinant HDAC3, fluorogenic peptide/trypsin coupled, fluorescence; inhibition, % at 8.3 µM; actives 0.15% (n = 320,000); in the data active means inhibition above about 26%, passing the limit was not always enough; inconclusive means no clear call, values can overlap the other calls
PolyA inh = blocks polyadenylation in yeast reporter cells; S. cerevisiae SKY197-pL101 polyadenylation reporter, beta-gal luminescence; efflux-impaired pdr1/pdr3 knockout yeast; score 100 = 6 SD above DMSO; calls only at 12 µM; actives 0.02% (n = 300,000); AID 1875;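 active means lowest replicate activity score at least 50, where 100 means six control SD above control mean; inconclusive means lowest score under 50 but half or more replicates reach 50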;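 further: yeast exposed to compound for 9 h at 30 °C; higher score means more reporter readthrough which indicates perturbed polyadenylation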
GSK3B inh = inhibitors of human GSK3beta kinase; P49841; GST-GSK3beta kinase, ADP-Glo luminescence, 60 min; active compounds read low; activity score (negative = inhibition), % at 10 µM; actives 0.038% (n = 300,000); AID 2097;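 active means more than half of replicate wells score below -50%, meaning over 50% inhibition versus plate controls; inconclusive means some replicates but at most half score below -50%; inactive means no replicate scores below -50%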;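 further: 0% = median DMSO wells and -100% = median GW8510 positive control wells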
Target sequence (P49841 whole entry, looked up): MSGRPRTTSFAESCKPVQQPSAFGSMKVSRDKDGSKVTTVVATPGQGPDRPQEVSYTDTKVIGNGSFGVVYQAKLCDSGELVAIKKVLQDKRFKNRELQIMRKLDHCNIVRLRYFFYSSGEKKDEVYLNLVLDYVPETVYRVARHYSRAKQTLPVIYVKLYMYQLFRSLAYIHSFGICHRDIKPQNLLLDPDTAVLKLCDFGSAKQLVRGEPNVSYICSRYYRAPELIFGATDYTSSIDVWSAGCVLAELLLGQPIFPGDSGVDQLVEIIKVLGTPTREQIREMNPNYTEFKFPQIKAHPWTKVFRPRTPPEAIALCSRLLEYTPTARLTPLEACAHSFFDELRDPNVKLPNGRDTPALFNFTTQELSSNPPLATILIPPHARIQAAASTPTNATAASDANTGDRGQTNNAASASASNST
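Test system – GST-tagged human GSK3beta kinase, cell-free · Incubation – 60 min enzyme reaction, room temperature · Signal – ADP-Glo luminescence · Also added – peptide substrate and ATP at 25 µM · Controls – DMSO neutral wells and GW8510 at 20 µM as positive · Buffer or medium – Tris/MgCl2 kinase buffer · Measure – Luminescence-derived activity versus plate DMSO and GW8510 wells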
RGS4 act = RGS4 potentiation or activation | HEK293 M3R/inducible RGS4, carbachol calcium flux Fluo4; active compounds read low | B-score at 10 µM | actives 0.92% (n = 310,000) | AID 463111;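 active means B-score of the integrated calcium signal more than 4 SD below the library mean, with starting fluorescence not abnormally high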;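 further: negative B-score means reduced calcium response which marks RGS4 activation or potentiation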
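System – HEK293 FlpIn-TREx cells, stable M3R, doxycycline-inducible RGS4 · Reagent – ECmax carbachol challenge · Times – compound preincubation 20 min at room temperature before agonist · Technique – Fluo4 fluorescence kinetic imaging of calcium · Measure – B score of integrated Fluo4 ratio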
Numbers without * were called inactive; i = inactive; ? = inconclusive; / = no result given. Some of the compounds tested. The share of hits here may be higher or lower than overall.

SMILES	KCNQ1 act	DYRK1A inh	hERG rescue	KCNQ1 inh	GSK3A inh	KCNK9 inh	KCNK3 inh	HDAC3 inh	PolyA inh	GSK3B inh	RGS4 act
O=C(NC(=O)c1cccc(OC(F)(F)C(F)F)c1)OC1CCS(=O)(=O)C1 (centres undefined)	i	1	-12	i	-4	i	i	4	i	4	i
Cc1c(C(=O)NC2CCCc3ccccc32)cccc1[N+](=O)[O-] (centres undefined)	i	8	-4	i	-1	i	i	-1	i	-1	i
O=C(CSc1ccc2nnc(-c3ccncc3)n2n1)NCC1CCCO1 (centres undefined)	i	-2	-7	i	5	i	i	5	i	2	i
O=C(C1CCCN1S(=O)(=O)c1ccc(Cl)cc1)N1CCCCC1 (centres undefined)	i	/	-4	i	0	i	i	-5	i	0	i
Cc1ccc(C(=O)NCC2(c3ccccc3)CCCC2)cc1	i	12	-4	i	0	i	i	0	i	-20	i
O=c1[nH]c(=O)c2nc3c4ccccc4c4ccccc4c3nc2[nH]1	i	-1	-10	i	-1	i	i	-13	i	-1	i
COc1cc(C2NCCC(=O)C2(C)C)cc(OC)c1OC (centres undefined)	i	-1	-16	i	-4	i	i	5	i	2	i
O=C(Nc1cccc2ccccc12)c1nn(C23CC4CC(CC(C4)C2)C3)cc1[N+](=O)[O-]	i	-9	-7	i	-3	i	i	-3	i	1	i
COc1ccc(NS(=O)(=O)c2cccc(C(=O)NNC(=O)c3ccc(NC(C)=O)cc3)c2)cc1	i	/	-9	i	0	i	i	3	i	0	i
CCOc1ccc(-n2c(C)cc(C(=O)CCl)c2C)cc1	i	/	-12	i	0	i	i	-5	i	0	i
CCC(=O)N(Cc1cc2cc(OC)ccc2[nH]c1=O)c1cccc(C)c1	i	0	-14	i	0	i	i	-1	i	2	i
COC(=O)c1c(NC(=O)CSc2nnc(-c3ccco3)n2C)sc(C)c1C	i	5	-5	i	2	i	i	6	i	1	i
COc1ccc(-c2nn(-c3ccccc3C)cc2CNC(C)Cn2cncn2)cc1F (centres undefined)	i	-1	-17	i	14	i	i	-10	i	-5	i
CC1N(O)C(c2ccc(Cl)cc2Cl)N(O)C1(C)C (centres undefined)	i	3	-9	i	1	i	i	3	i	-1	i
CN=CC1=C(O)c2ccccc2C1=O	i	43	-4	i	-1	i	i	12	i	-1	i
CC(C)=C1C2CCC1C1C(=O)N(c3nc(-c4ccccc4)c(C)s3)C(=O)C21 (centres undefined)	i	0	-6	i	-1	i	i	8	i	2	i
C=CCOc1cccc(CNc2cccc(C(=O)O)c2)c1	i	16	-7	i	-7	i	i	-9	i	5	i
O=C(NCc1cccnc1)Nc1cccc(Cl)c1	i	1	-8	i	-1	i	i	1	i	1	i
CCC1Oc2ccc(C)cc2N(CC(=O)NCCCN2CCOCC2)C1=O (centres undefined)	i	-6	-2	i	-2	i	i	?	i	2	i
CCCCNC(=S)N1CCn2cccc2C1c1ccccc1 (centres undefined)	i	-5	-12	i	1	i	i	1	i	-9	i
C=C(C)CN1C(=O)C2(OCCO2)c2ccccc21	i	/	-1	i	5	i	i	-4	i	-5	i
Cn1nc(C(=O)NCc2ccc(F)cc2)c2c1-c1ccccc1S(=O)(=O)C2	i	9	-10	i	0	i	i	-3	i	-1	i
CN1C(=O)/C(=C/c2ccc(C(=O)Nc3ccc(O)cc3C(=O)O)cc2)SC1=S	i	3	-7	i	5	i	i	11	i	-1	i
Cc1nonc1C(=O)N/N=C/c1ccc(O)cc1O	i	10	-9	i	10	i	i	0	i	-28	i
Cc1cc(-c2csc(Nc3ccccn3)n2)ccc1F	i	12	-3	i	-2	i	i	10	i	1	i
Other results follow:
SMILES	KCNQ1 act	DYRK1A inh	hERG rescue	KCNQ1 inh	GSK3A inh	KCNK9 inh	KCNK3 inh	HDAC3 inh	PolyA inh	GSK3B inh	RGS4 act
CC1CCCN(C(=O)c2ccncc2)C1 (centres undefined)	i	-5	-10	i	-1	i	i	0	i	-1	i
CCN(CC(=O)N1CCN(Cc2ccccc2)CC1)S(=O)(=O)c1ccc(F)cc1	i	-7	-8	i	-1	i	i	1	i	2	i
Cc1cc(NC(=O)CSc2nnc(C3COc4ccccc4O3)o2)no1 (centres undefined)	i	-3	-7	i	-3	i	i	-1	i	0	i
Nc1nc(Nc2ccc(Cl)cc2)nc2ccccc12	i	-2	-26	i	6	i	i	2	/	-5	i
COC(=O)c1ccc(CN2CCCC(CO)(Cc3ccccc3F)C2)cc1 (centres undefined)	i	4	-8	i	0	i	i	3	i	7	i
CCC(=O)NC(C)C(c1cccs1)N1CCN(c2ccccc2)CC1 (centres undefined)	i	5	0	i	-4	i	i	-2	i	1	i
COc1ccc(/C(O)=C2/C(=O)C(=O)N(CCCC(=O)O)C2c2ccc(OC)cc2)cc1 (centres undefined)	i	-9	-7	i	-1	i	i	2	i	2	i
CCSC1=NCCN1S(=O)(=O)c1ccc2ccccc2c1	i	2	-9	i	/	i	i	8	i	-16	i
O=S(=O)(Nc1ncccn1)c1ccc(NC(=S)Nc2cccc(Cl)c2)cc1	i	/	-22	i	-2	i	/	7	i	1	i
O=C(Cc1ccc(Cl)cc1)N1CCN(c2ccccc2)CC1	i	-1	-6	i	1	i	i	/	i	-9	i
Cc1cccc(NC(=O)CCC2CCN(C(=O)c3ccc(C)s3)CC2)c1	i	-2	-7	i	-2	i	i	2	i	-2	i
O=c1[nH]cnc2cc(-c3ccccc3)sc12	i	40	-22	i	0	i	i	4	i	1	i
O=C(CSc1nnnn1-c1ccccc1)NC1CCCc2ccccc21 (centres undefined)	i	-6	-12	i	-5	i	i	1	i	-22	i
COc1ccc(N2CC(C(=O)NCCN3C(=O)S/C(=C\c4cccnc4)C3=O)CC2=O)c(OC)c1 (centres undefined)	i	2	-10	i	1	i	i	11	i	-2	i
Cc1ccc(S(=O)(=O)Nc2nc(N)n(-c3ccccc3)n2)cc1	i	5	-7	i	4	i	i	11	i	3	i
Cc1cccn2c(=O)c3cc(C(=O)NCC4CCCO4)c(=N)n(CC4CCCO4)c3nc12 (centres undefined)	i	-9	-15	i	-2	i	i	-391	i	/	i
CC(=O)NC12CC3CC(C1)CC(C(=O)Nc1nc4c(C)cccc4s1)(C3)C2	i	5	-11	i	-1	i	i	-2	i	-2	i
Cc1ccc(N=C2S/C(=C\c3cn(CC(=O)O)c4ccccc34)C(=O)N2C)cc1	i	-3	-20	i	8	i	i	6	i	0	i
COc1ccccc1-n1cnnc1SCC(=O)N1CCN(C(=O)c2ccco2)CC1	i	-2	-2	i	-2	i	i	3	i	2	i
COc1cccc(C(=O)Nc2ncc3c(n2)CC(C)CC3=O)c1 (centres undefined)	i	-1	-9	i	1	i	i	6	i	0	i
CCC1(CC)C(=O)NC(=O)NC1=NCCc1c[nH]c2ccccc12	i	-6	-4	i	-1	i	i	-1	i	-1	i
COc1c(F)c(F)c(C(=O)Nc2ccccc2N2CCN(C(=O)C(C)C)CC2)c(F)c1F	i	0	-10	i	-2	i	i	3	i	0	i
CC(CC(=O)Nc1nnc(CC(C)(C)C)s1)c1ccccc1 (centres undefined)	i	0	-13	i	1	i	i	0	i	0	i
C#CCNC(=O)C1=C[C@@H](c2ccc3c(c2)OCO3)C[C@@H](OCc2ccc(CO)cc2)O1	i	-5	-10	i	-3	i	i	3	i	-2	i
CCCOc1cccc(C(=O)N(Cc2ccc(OC)c(OC)c2)C2CCS(=O)(=O)C2)c1 (centres undefined)	i	0	-11	i	-2	i	i	1	i	2	i
Additional compounds.
SMILES	KCNQ1 act	DYRK1A inh	hERG rescue	KCNQ1 inh	GSK3A inh	KCNK9 inh	KCNK3 inh	HDAC3 inh	PolyA inh	GSK3B inh	RGS4 act
O=c1c2c(nc3nc[nH]n13)CCC2	i	-3	-3	i	-3	i	i	4	i	-2	i
O=C(C1=C(O)C(=O)N(Cc2ccccc2)C1c1cccnc1)c1ccco1 (centres undefined)	i	-4	-5	i	-2	i	i	0	i	0	i
c1ccc2[nH]c(CSc3nc4ccccc4s3)nc2c1	i	4	-12	i	1	i	i	-2	i	4	i
COc1ccc(/C=N/S(=O)(=O)c2ccc(C)cc2)cc1	i	0	-8	i	-2	i	i	-8	i	4	i
O=[N+]([O-])c1ccccc1N/N=C/c1cccc(O)c1O	i	-1	-8	i	0	i	i	/	i	1	i
Fc1ccccc1CSc1nnc(-c2ccccc2)o1	i	4	-14	i	3	i	i	2	i	-2	i
C(=N\Nc1ccc2ccccc2n1)/c1ccc2c(c1)OCO2	i	16	-7	i	0	-6.7*	i	-2	i	7	i
COC(=O)c1ccc(-n2c(C)cc(C(=O)CSc3cccc[n+]3[O-])c2C)cc1	i	4	-10	i	-1	i	i	3	i	2	i
Cc1cc(NC(=O)CSc2nnc(-c3ccoc3C)n2N)no1	i	8	-14	i	-2	i	i	-9	i	-1	i
CC(C)NC(=O)c1onc(CSc2ccc(Cl)cc2)c1C(=O)O	i	-10	-7	i	-5	i	i	-2	/	6	i
O=C(Nc1cc(-c2nc3ccccc3s2)ccc1Cl)c1ccc2c(c1)OCO2	i	0	-3	i	-6	i	i	-3	i	-1	i
CC1(OC(=O)C2CCCC2)C(=O)C=C2C=C(c3ccsc3)N(CC3CC3)C=C2C1=O (centres undefined)	i	-2	1	i	0	i	i	4	i	-3	i
Fc1ccccc1N1CCN(c2nc(-c3cccs3)nc3ccccc23)CC1	i	3	-16	i	-2	-7.6*	i	-1	i	4	i
CCOC(=O)C(CC)Sc1nc(N)c(NC(=O)c2ccc(OC)c(OC)c2)c(=O)[nH]1 (centres undefined)	i	2	-5	i	-2	i	i	/	i	-2	i

4 structures already listed, arranged by heavy-atom count, rising.
SMILES	KCNQ1 act	DYRK1A inh	hERG rescue	KCNQ1 inh	GSK3A inh	KCNK9 inh	KCNK3 inh	HDAC3 inh	PolyA inh	GSK3B inh	RGS4 act
C(=N\Nc1ccc2ccccc2n1)/c1ccc2c(c1)OCO2	i	16	-7	i	0	-6.7*	i	-2	i	7	i
Cc1cc(NC(=O)CSc2nnc(-c3ccoc3C)n2N)no1	i	8	-14	i	-2	i	i	-9	i	-1	i
O=C(Nc1cc(-c2nc3ccccc3s2)ccc1Cl)c1ccc2c(c1)OCO2	i	0	-3	i	-6	i	i	-3	i	-1	i
CCOC(=O)C(CC)Sc1nc(N)c(NC(=O)c2ccc(OC)c(OC)c2)c(=O)[nH]1 (centres undefined)	i	2	-5	i	-2	i	i	/	i	-2	i
